D3 antag: blocks the human D3 dopamine receptor. P35462. D3R cells, DiscoveRx beta-arrestin luminescence, antagonist mode; active compounds read low. max response, negative = inhibition, %. 360,000 compounds, 2.5% hits; in the data active = max response below about -50%; inconclusive = no clear call, values can overlap the other calls; note: % is set by controls: 0 for no effect and ±100 for the full control effect; mostly tested at two doses, the higher about 12 µM
Target sequence (P35462 whole entry, looked up): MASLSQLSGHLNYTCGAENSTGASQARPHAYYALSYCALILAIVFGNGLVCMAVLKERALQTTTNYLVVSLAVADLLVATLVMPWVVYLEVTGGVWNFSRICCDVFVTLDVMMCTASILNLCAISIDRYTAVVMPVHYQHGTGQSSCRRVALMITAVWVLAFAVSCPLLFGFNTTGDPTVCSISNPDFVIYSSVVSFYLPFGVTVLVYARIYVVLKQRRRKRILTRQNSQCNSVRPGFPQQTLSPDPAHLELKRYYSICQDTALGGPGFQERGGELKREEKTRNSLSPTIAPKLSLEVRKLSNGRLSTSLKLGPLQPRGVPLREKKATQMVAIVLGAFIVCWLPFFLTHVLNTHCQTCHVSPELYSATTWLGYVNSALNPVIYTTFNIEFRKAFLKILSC
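Cells expressing the human receptor were seeded at 1500 cells/well, incubated overnight at 37 degrees C in 5% CO2, then exposed to library compounds with dopamine controls for 90 minutes at 37 degrees C before luminescent detection.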
KB-3-1 tox: KB-3-1 parental cell cytotoxicity; 400,000 compounds, 1.4% hits; Potency, µM (doses to about 46.1 µM), inactives show top-dose activity change, negative = cytotoxic, usual class: cytotoxic; KB-3-1 viability, CellTiter-Glo ATP luminescence, 72 h; AID 1347075; note: potency is the fitted concentration of half-maximal effect; % is set by controls: 0 for no effect and ±100 for the full control effect; nearly all actives have a fitted effect of over 60% in size
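Screening of KB-3-1 cells (DMEM, 10% FBS, phenol-red free) ran from lowest to highest compound concentration; after 72 h at 37 °C viability was read luminescently and curves fitted.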
HT1080NT lethal: kills 2HG-producing HT-1080-NT fibrosarcoma cells; Potency, µM (doses to about 46.1 µM), for the others: at the highest dose activity, negative = less viability, actives largely listed as cytotoxic; HT-1080-NT fibrosarcoma viability, CellTiter-Glo ATP luminescence, 48 h; AID 686970; 360,000 compounds, 1.6% hits;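 note: NT is the 2HG producing partner of a matched IDH1 knockdown line; potency is the fitted concentration of half-maximal effect; 0% = DMSO-treated cells and -100% = media-only wells without cells; nearly all actives have a fitted effect of over 55% in size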
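HT-1080-NT fibrosarcoma cells (2HG-overproducing), 750 cells/well in RPMI with 5% FBS, dosed after 2 h and incubated 48 h at 37C. CellTiter-Glo luminescence normalized to DMSO and no-cell wells; concentration-response curves fitted and classed.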
HT1080 IDH1KD tx: HT-1080 IDH1 knockdown cell toxicity (counter line). 360,000 compounds, 2% hits. Potency, µM (doses to about 46.1 µM), for the others: at the top dose activity, negative = toxicity, actives largely listed as cytotoxic. HT-1080 IDH1 knockdown viability, ATP luminescence, 48 h;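 note: potency is the fitted concentration of half-maximal effect; 0% = DMSO wells and -100% = cell-free medium wells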
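Viability of IDH1-knockdown HT-1080 fibrosarcoma cells was assessed by CellTiter-Glo after 48 h at 37 °C with titrated compound; concentration-effect curves were classified by fit quality and response size.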
IL-1B inflam inh: inflammasome signaling inhibition, IL-1 beta readout; THP-1 LPS/ATP IL-1B secretion, AlphaLISA, 16 h; active compounds read low; activity change, % at 57.5 µM; 360,000 compounds, 4.7% hits; in the data active = activity change below about -50%; inconclusive = mostly about -30% to -49%; note: % is set by controls: 0 for no effect and ±100 for the full control effect
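THP-1 cells pretreated 1 hr with compounds (up to 57.5 uM final), then stimulated with LPS (250 ng/mL final) plus ATP (1.25 mM final); secreted IL-1B measured by AlphaLISA after 16 hr, decreased signal indicating inhibition.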
DRD3 agonist: activates the human D3 dopamine receptor. max activation, %. D3R DiscoveRx beta-arrestin cells, luminescence, 90 min. 410,000 compounds, 0.58% hits. AID 652048; in the data active = max activation above about 30%; note: 0% is about no effect; mostly tested at two doses, the higher about 12 µM
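Agonist mode: compounds and dopamine controls were applied to plated cells for 90 min at 37 degrees C after an overnight attachment at 1500 cells/well. Luminescent read-out followed 30 - 60 minutes at room temperature with DiscoveRx detection reagent.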
GLP1R ag: GLP-1 receptor (human) agonism; HEK293 GLP-1R CRE-luciferase, luminescence, 4-6 h; cells express a hypersensitive GLP-1R form; AID 624172; 380,000 compounds, 0.007% hits; Potency, µM (top dose mostly 45.6 µM), without a hit: at the highest dose activation, usual class: activators; note: potency is the fitted concentration of half-maximal effect; % of control where 0% means no effect
Target sequence (P43220 whole entry, looked up): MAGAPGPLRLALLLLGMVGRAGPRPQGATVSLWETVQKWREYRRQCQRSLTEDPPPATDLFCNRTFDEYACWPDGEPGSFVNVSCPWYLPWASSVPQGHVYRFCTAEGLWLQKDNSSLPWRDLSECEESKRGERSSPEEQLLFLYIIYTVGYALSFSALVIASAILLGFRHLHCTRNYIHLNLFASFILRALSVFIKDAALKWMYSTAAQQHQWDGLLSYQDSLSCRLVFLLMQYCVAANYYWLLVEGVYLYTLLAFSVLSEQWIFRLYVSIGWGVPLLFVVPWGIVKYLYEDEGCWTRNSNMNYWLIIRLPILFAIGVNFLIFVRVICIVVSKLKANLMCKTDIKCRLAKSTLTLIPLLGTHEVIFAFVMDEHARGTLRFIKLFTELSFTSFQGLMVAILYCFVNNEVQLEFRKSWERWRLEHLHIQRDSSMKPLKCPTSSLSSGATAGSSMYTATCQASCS
KB-V1 cytotox: kills drug-selected multidrug resistant KB-V1 cells; KB-V1 MDR cells viability, CellTiter-Glo, 72 h; AID 1347076; 400,000 compounds, 3.4% hits; Potency, µM (series often up to 46.1 µM), without a hit: at the highest dose activity change, negative = cytotoxicity, usual class: cytotoxic; note: potency is the fitted concentration of half-maximal effect; % is set by controls: 0 for no effect and ±100 for the full control effect; nearly all actives have a fitted effect of over 60% in size
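Potencies derive from concentration-effect curves fitted to normalized luminescence (CellTiter-Glo) of KB-V1 cells treated for 72 h at 37 degrees C in phenol-red-free DMEM containing 10% FBS.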
SW480 rerep: induces DNA re-replication in SW480 colon adenocarcinoma cells. Potency, µM (top dose mostly 46.1 µM), inactives show at the top dose re-replication activation, usual class: activators. SW480 DNA re-replication, Hoechst DNA content imaging, 48 h. 340,000 compounds, 1.8% hits; note: potency is the fitted concentration of half-maximal effect; % of control where 0% means no effect; nearly all actives have a fitted effect of over 55% in size
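Readout is total intensity of Hoechst-stained nuclei, excited at 405 nm and collected at 500-530 nm. Compound treatment lasted 48 hr at 37 C in 5% CO2 before staining.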
* = called active by the depositor; ? = inconclusive; / = no result given; ! = a repeat was not active; [ ] = remark or other dose. Unless noted, calls come from the whole dose curve; as a rule, active = well fitted curve in the direction sought with a large enough effect; inconclusive = small, poorly fitted or top-dose-only effect, or another doubt; inactive = no such curve, though single readings can be large; an effect the other way counts as inactive or inconclusive. A portion of the library (hit frequency here may not be typical).

The line under a structure holds: HT1080 IDH1KD tx	DRD3 agonist	IL-1B inflam inh	HT1080NT lethal	KB-V1 cytotox	D3 antag	KB-3-1 tox	SW480 rerep	GLP1R ag
1. O=C(NC1CC1)C1CSC(c2cccnc2)=N1 (centres undefined)
    5%	3	-5	19%	4%	-5	5%	-3%	-10%
2. C/C=C(\C)C(=O)N[C@@H](c1ccccc1)[C@@H](O)C(=O)O[C@H]1C[C@@]2(O)[C@@H](OC(=O)c3ccccc3)C3[C@](C)(C(=O)[C@H](OC(C)=O)C(=C1C)C2(C)C)[C@@H](O)C[C@H]1OC[C@@]31OC(C)=O (some centres undefined)
    ?	-12	20	?	-22%	2	?	1.2µM*	2%
3. CCc1ccc(OCCCN=C(C)c2c(O)n(C)c(=O)n(C)c2=O)cc1
    ?	9	15	-6%	?	13	-16%	-5%	14%
4. NC(=S)N/N=C/c1coc2ccccc2c1=O
    -10%	9	0	-5%	14%	21	7%	-5%	-4%
5. C=CC[N+](C)(C)c1ccc(CCC(=O)CCc2ccc([N+](C)(C)CC=C)cc2)cc1
    7%	15	39	18%	17%	-4	0%	-21%	-2%
6. CC(C)(C)C(=O)Nc1ccc(S(=O)(=O)N2CC3CC(C2)c2cccc(=O)n2C3)cc1 (centres undefined)
    7%	10	-13	11%	5%	2	9%	0%	0%
7. COc1ccc(C2=NS(=O)(=O)N(C)C(C(=O)N3CCC4(CC3)OCCO4)=C2)cc1OC
    1%	2	0	-4%	-7%	5	-16%	-17%	3%
8. c1ccc2c(c1)CN(Cc1ccc3c(c1)OCO3)Cc1cnnn1-2
    -11%	-7	13	-5%	-8%	2	10%	/	-2%
9. Cc1ccc2c(c1)Oc1ccccc1N=C2
    -1%	-10	12	1%	9%	-25	-8%	/	10%
10. O=C(NCC(c1cccnc1)N1CCN(c2ccccc2F)CC1)Oc1ccccc1 (centres undefined)
    -3%	1	6	-5%	-8%	23	-14%	-8%	-17%
11. Cn1cccc1/C=C1\C(=O)NC(=O)N(Cc2ccco2)C1=O
    -9%	-12	79	-11%	0%	-18	?	3%	-2%
12. COC(=O)C1=C(c2ccccc2OCc2ccccc2)C[C@@H]2CC[C@H]1N2C(=O)NCCOc1ccccc1
    -17%	-9	?	1%	?	-5	?	12%	2%
13. COC(=O)C1=C(c2ccc(F)cc2OCc2ccccc2)C[C@@H]2CC[C@H]1N2C(=O)NCCOc1ccc(OC)cc1
    -5%	-21	?	-10%	-12%	-24	?	-7%	9%
14. CCc1ccc(-c2nn(Cc3ccccc3)cc2C=O)cc1
    -24%	2	-59*	?	-1%	6	1%	4.6µM*	13%
15. C[C@]12CCC3C(CCC4=C/C(=N/OCC(=O)NC(CCC(N)=O)C(=O)O)CC[C@@]43C)C1CCC2O (some centres undefined)
    5%	2	-17	4%	4%	-8	11%	-8%	12%
16. COc1cc(OC)cc(C(=O)Nc2ccc(Br)cc2C(=O)c2ccccc2)c1
    -7%	3	38	-1%	-22%	-1	0%	-8%	-1%
17. O=C1C2CCCN2C(c2cccs2)N1c1ccccn1 (centres undefined)
    -2%	-4	18	5%	0%	8	5%	0%	-2%
18. C[C@]12CC[C@H](O)C[C@@H]1CC[C@@H]1[C@@H]2CC[C@]2(C)[C@@H](C(=O)O)C[C@@H]12
    0%	6	6	2%	0%	7	-15%	-2%	-1%
19. O=C(NCCc1ccccc1)[C@@H]1CC=C[C@@H]2CCN(Cc3ccc(Cl)c(Cl)c3)C(=O)[C@@H]21
    -29%	8	0	-22%	16µM*!	-5	?	?	7%
20. CN1C(=O)C(=Cc2cccnc2)C(=O)N(C)C1=O
    18%	1	17	7%	?	-8	14%	-8%	-4%
21. O=C1NC(=O)C(CCc2ccccn2)(Cc2cccc(Cl)c2Cl)C(=O)N1c1ccc(Br)cc1 (centres undefined)
    -2%	3	3	0%	7.3µM*	27	-11%	13%	-5%
22. CCCc1cc(=O)oc2cc(OCC(=O)N3CCC(C(=O)O)(c4ccccc4)CC3)ccc12
    6%	-1	16	-1%	0%	?	0%	0%	-1%
23. CC(ON1CC1(C(F)(F)F)C(F)(F)F)(C(N)=O)C(N)=O (centres undefined)
    3%	21	11	11%	-2%	5	-2%	4%	-9%
24. CCOC(=O)COc1ccc2c(c1)c(C(C)=O)c(C)n2Cc1ccccc1
    1%	-3	12	6%	5%	-13	-14%	-6%	12%
25. O=c1c2ccccc2nc(/C=C/c2ccccc2)n1-c1ccc(O)cc1
    ?	22	?	?	?	31	1%	?	27%
26. COCc1cc(C2SCC(=O)Nc3c2c(=O)[nH]n3C(C)C)ccc1OC (centres undefined)
    11%	3	35	-6%	0%	-2	0%	-8%	6%
27. O=C(C1CC(c2ccccc2O)=NO1)N1CCC2(CC1)OCCO2 (centres undefined)
    ?	3	23	15%[9.24 µM]	0%	-7	3%	0%	-14%
28. CCCOP(=O)(OCCC)c1nc(-c2ccccc2)oc1NCc1ccccc1
    ?	-9	-116*	-20%	?	5	-4%	15µM*	8%
29. CCN1CCN(C(=O)Cc2c(C)n(C(=O)c3ccc(Cl)cc3)c3ccc(OC)cc23)CC1
    ?	-13	-28	-22%	-20%	-15	-1%	5%	14%
30. O=S1(=O)NCC2(CC2)CN1Cc1ccccc1
    25%	9	0	15%	-5%	30	13%	/	0%
31. CCN(CC)C(=O)c1ccc(NC(=O)COc2ccc([N+](=O)[O-])cc2Cl)cc1
    0%	-3	-6	-6%	-1%	-7	-12%	?	0%
32. CC(C)Sc1nnc(OC(=O)N(C)C)n1-c1ccccc1
    1%	-11	-6	0%	1%	-21	-5%	3%	6%
33. COc1nc2ccccc2c(=O)n1-c1ccc(C)cc1
    0%	6	25	-1%	?	5	11%	2%	12%
34. CCN(CC)CCNC(=O)c1c(O)c2ccccc2n(Cc2ccccc2)c1=O
    ?	-8	-6	?	0%	-11	-6%	15%	-2%
35. ClCCN(CCCl)c1ccc(C=Cc2ccncn2)cc1
    -4%	72*	?	-5%	-9%	-14	-2%	?	26%
36. CSCCC(c1nnnn1-c1c(C)cccc1C)N1CCC2(CC1)C(=O)NCN2c1ccccc1 (centres undefined)
    ?	-10	?	?	0%	10	?	/	8%
37. Cc1ccccc1-n1c(O)c(C=Nc2ccc3c(c2)OCO3)c(=O)[nH]c1=O
    16%	5	9	-1%	-24%	9	15%	-9%	0%
38. Cc1cc(C)cc(OCCOc2cccc(C=C3C(=O)NC(=O)NC3=O)c2)c1
    -11%	0	14	-3%	?	15	?	-3%	-6%
39. Cc1sc(NC(=O)CSc2n[nH]c(N)n2)c(C#N)c1C
    -3%	8	-7	-20%	?	15	6%	?	3%
40. CC(C)c1ccc(N2C(=O)CC(=O)NC2=O)cc1
    7%	0	2	3%	?	1	2%	-8%	-7%
41. NP(=O)(OCC(F)(F)F)Oc1ccccc1 (centres undefined)
    -3%	-4	11	4%	-10%	-21	-5%	-4%	0%
42. O=C(c1ccco1)c1cn(Cc2ccccc2)c2ccccc12
    -22%	-8	4	-12%	?	5	-2%	-3%	17%
43. CCN(CC)c1ccc(N=Cc2c(O)n(Cc3ccco3)c(=O)[nH]c2=O)cc1
    5%	8	/	4%	-17%	-6	-2%	70%	11%
44. O=C1NC(=O)N(CCC2=CCCCC2)C(=O)/C1=C\c1cccs1
    13%	-1	-14	0%	-10%	11	1%	?	-3%
45. COc1ccc(CCNCc2ccc(C)s2)cc1OC
    -3%	-15	-23	-2%	-22%	-25	10%	1%	1%
46. Cc1cccc(-n2c(O)c(/C=N/NC(=O)c3ccncc3)c(=O)[nH]c2=O)c1
    ?	12	/	15%	-8%	-4	0%	?	-1%
47. CN1CCN(C(=O)COc2ccc(N(C)S(=O)(=O)c3ccc(F)cc3)cc2)CC1
    19%	-11	1	7%	?	-18	7%	-1%	2%
48. CCOC(=O)C1=C(N)Oc2cc(C)oc(=O)c2C12C(=O)N1c3c(cc(OC)cc32)C(C)=CC1(C)C (centres undefined)
    -24%	-6	30	0%	0%	-27	5%	-2%	1%
49. COc1ccc(/C=C/C(=O)NC(=S)NCCc2ccc(OC)c(OC)c2)cc1
    10µM*	27	31	11µM*	?	36	6%	10µM*	2%
50. CN1C(=O)C(=Cc2ccc(N3CCOCC3)o2)C(=O)N(C)C1=S
    9%	-1	-7	6%	-2%	-7	-5%	-4%	-1%
51. Cc1cc(OC(=O)N(C)C)nc(SCc2c(Cl)cccc2Cl)n1
    ?	4	-6	-4%	?	-11	?	?	6%
52. C=C[C@@]12CN(C)[C@H]3[C@H]1[C@@]1(C(=O)Nc4ccccc41)C1CC2[C@@H]3CO1
    6%	16	-22	22%	4%	13	0%	12%	-5%
53. C1=NCCc2c1[nH]c1ccccc21
    16µM*	-12	50	?	16µM*	8	?	4.1µM*	2%

Compound activity as filed in PubChem BioAssay.
